CHRM1 PAM: potentiates human M1 receptor response to acetylcholine | P11229 | CHO-K1 hM1, Fluo-8 calcium fluorescence, ACh EC20; 0% = ACh EC20, 100% = maximal ACh | activation, % at 3 µM | actives 0.088% (n = 360,000) | AID 588819; in the data active = activation above about 19%, passing the limit was not always enough
M1 ag: human M1 muscarinic receptor agonism. AID 588814. actives 0.33% (n = 360,000). activation, % at 3 µM. P11229. CHO-K1 hM1, Fluo-8 calcium fluorescence, agonist mode; 0% DMSO, 100% acetylcholine EC100;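 active = activation above the run's mean compound activation plus 3 SD, cut at about 16% in these data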;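 also: peak over basal fluorescence ratio within a 140 s kinetic read after compound addition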
CHO-K1 Ca antag: counter-screen for M1 antagonists: effect in parental CHO-K1 cells. AID 602250. actives 0.6% (n = 360,000). inhibition, % at 3 µM. ATP-induced calcium, Fluo-8 fluorescence;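 active = inhibition above a per-plate cutoff, the plate's mean sample inhibition plus 3 SD, cut at about 24% in these data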;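 also: 0% = DMSO plus EC80 ATP and 100% = DMSO alone without ATP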
CHRM4 antagonist: blocks acetylcholine activation of human M4 receptor; P08173; CHO-hM4 cells, ACh EC80, Fluo-8 calcium fluorescence; inhibition, % at 3 µM; actives 0.73% (n = 360,000);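 active = inhibition above its plate's cutoff, the mean inhibition of sample wells plus 3 SD, cut at about 27% in these data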;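 also: 0% = acetylcholine EC80 with DMSO and 100% = DMSO without agonist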
Target sequence (P08173 whole entry, looked up): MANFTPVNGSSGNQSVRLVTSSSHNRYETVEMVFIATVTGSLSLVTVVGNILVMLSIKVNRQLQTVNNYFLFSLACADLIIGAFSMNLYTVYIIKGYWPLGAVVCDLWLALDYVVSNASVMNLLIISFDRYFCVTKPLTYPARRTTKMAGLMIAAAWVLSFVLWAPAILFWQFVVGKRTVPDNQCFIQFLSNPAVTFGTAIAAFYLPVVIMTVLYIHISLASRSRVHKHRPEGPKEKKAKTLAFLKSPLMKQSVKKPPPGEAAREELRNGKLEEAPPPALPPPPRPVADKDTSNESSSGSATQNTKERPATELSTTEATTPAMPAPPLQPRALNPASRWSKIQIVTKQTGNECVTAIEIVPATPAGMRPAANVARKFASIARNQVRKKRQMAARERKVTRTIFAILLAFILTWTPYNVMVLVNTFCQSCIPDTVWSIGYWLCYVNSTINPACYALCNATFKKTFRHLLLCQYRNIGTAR
OXTR potentiator: human OXTR potentiation; P30559; CHO-OTR cells, Fluo-8 calcium fluorescence, potentiator mode; 0% = oxytocin EC15, 100% = EC100; activation, % at 3 µM; actives 0.061% (n = 320,000);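 active = activation above that plate's cutoff, the mean activation of tested compounds plus 3 SD, cut at about 6.6% in these data, passing the limit was not always enough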;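 also: 100% uses oxytocin at 75 nM as the full agonist control; some results filed as inactive read as strong as hits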
Target sequence (P30559 whole entry, looked up): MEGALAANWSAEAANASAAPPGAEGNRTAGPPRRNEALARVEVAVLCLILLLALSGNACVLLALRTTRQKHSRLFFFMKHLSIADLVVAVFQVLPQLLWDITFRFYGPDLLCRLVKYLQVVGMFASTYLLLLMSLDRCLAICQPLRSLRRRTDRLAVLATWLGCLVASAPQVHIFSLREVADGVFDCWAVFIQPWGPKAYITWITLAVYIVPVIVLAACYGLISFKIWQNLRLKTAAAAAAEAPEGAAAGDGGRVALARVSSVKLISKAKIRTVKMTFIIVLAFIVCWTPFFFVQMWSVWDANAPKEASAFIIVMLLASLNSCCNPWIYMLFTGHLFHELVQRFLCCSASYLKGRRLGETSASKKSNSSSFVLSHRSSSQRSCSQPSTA
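Assay system: CHO-OTR cells, human receptor / Also added: oxytocin at about EC15, sub-maximal agonist stimulus / Dosing: single dose, 3.0 µM nominal final compound concentration / Incubation: 6 min pre-incubation, 100 s read / Technique: Fluo-8 calcium dye fluorescence / Read-out: % activation vs EC15 and EC100 oxytocin / Benchmarks: EC15 oxytocin low, 75 nM oxytocin high / Replicates: singlicate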
M4 ag: agonists of human muscarinic M4 receptor (CHRM4); P08173; CHO-K1 hM4/Gqi5, Fluo-8 calcium fluorescence; vehicle 0%, full acetylcholine response 100%; activation, % at 3 µM; actives 0.14% (n = 360,000);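 active = activation above the run mean over all test wells plus 3 SD, cut at about 32% in these data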;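 also: peak over basal fluorescence ratio per well then scaled between controls; 0% = DMSO wells and 100% = acetylcholine at EC100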
CHRM1 antagonist: human CHRM1 antagonism; CHO-K1 hM1, Fluo-8 calcium fluorescence, ACh EC80 antagonist; AID 588852; actives 1.3% (n = 360,000); inhibition, % at 3 µM;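 active = percent inhibition above its own plate's cutoff, namely the mean of that plate's compound wells plus 3 SD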;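 also: peak over basal fluorescence ratio during 140 s after agonist addition; 0% = ACh EC80 plus DMSO and 100% = DMSO alone without agonist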
M1 ag parental: counter-screen for M1 agonists: effect in parental CHO-K1 cells; Fluo-8 calcium fluorescence; scaled to maximal ATP response, vehicle zero; activation, % at 3 µM; actives 0.48% (n = 360,000); in the data active = activation above about 15%;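 also: untransfected CHO-K1 host cells lacking M1 receptor as counterscreen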
CHO parental Ca: counter-screen: ATP calcium response change in parental CHO cells | parental CHO-K1, ATP-induced calcium, Fluo-8 fluorescence | inhibition, % at 5.6 µM | actives 0.63% (n = 330,000) | AID 463079;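 active = inhibition above that plate's mean sample inhibition plus 3 SD, cut at about 26% in these data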;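 also: 0% = ATP-challenged DMSO wells and 100% = DMSO wells without ATP; some compounds past the cut are filed as inactive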
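Material: Parental CHO cells | Reagent: ATP | Compound dosing: Single nominal dose of 5.6 µM per compound | Detection: Intracellular calcium via Fluo-8 no-wash fluorescent dye | Read-out: % inhibition of ATP-induced calcium mobilization | Benchmarks: Low control ATP plus DMSO, high control DMSO only | Replicates: Singlicate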
* marks the source's active call; other numbers are inactive results; . = no result given. Rows were taken by chance; about 2.9% have a hit in one of these screens.

SMILES | CHRM1 PAM | M1 ag | CHO-K1 Ca antag | CHRM4 antagonist | OXTR potentiator | M4 ag | CHRM1 antagonist | M1 ag parental | CHO parental Ca
COC(=O)c1cc(S(=O)(=O)NCC2CCN(Cc3cc(C)ccc3C)CC2)cn1C | 6 | -6 | -6 | 5 | -7 | 1 | -4 | 2.1 | -10
CCn1cc(S(=O)(=O)Nc2nc3ccc(OC)cc3s2)cn1 | 10 | 2 | 9 | -8 | -7 | 0 | 2 | -0.2 | -12
O=C(NCc1cccc(C(F)(F)F)c1)c1cccc(S(=O)(=O)N2CCN(Cc3ccccc3)CC2)c1 | -1 | -3 | 5 | -6 | -10 | 6 | -1 | 3.3 | 0
CC(=O)N1c2ccc(S(=O)(=O)N3CCC(C(=O)N4CC(C)CC(C)C4)CC3)cc2CC1C (stereo not drawn) | 7 | -1 | 1 | 2 | -12 | 2 | 4 | 2.0 | -24
CCc1ccc2c(c1)NC(=O)C2(C)Cc1ccc(Cl)cc1 (stereo not drawn) | 7 | -4 | -10 | -20 | . | -1 | -17 | 0.9 | .
O=C(NCCOc1ccccc1)C1=CC=CN2CCS(=O)(=O)N=C12 | 5 | -3 | 9 | 6 | 1 | 2 | -11 | -0.2 | -13
Cc1ccc(S(=O)(=O)N2CCN(c3ccccc3)CC2)s1 | 0 | -4 | -7 | 7 | -6 | 1 | 0 | 2.5 | 4
CC(=O)NC(=S)Nc1ccc(NC(=S)NC(=O)/C=C/c2ccco2)cc1 | 15 | 25* | -11 | -19 | -2 | 1 | -7 | 12 | 2
O=c1c2ccccc2nnn1Cc1ccccc1 | 11 | -6 | -16 | -9 | 0 | 1 | -12 | 0.7 | 1
COc1ccc(NC(=O)COc2cccc3c2CCN(C)C3=O)c(OC)c1 | -3 | -2 | -4 | 1 | -5 | 7 | 2 | 2.9 | -15
CCOCCCNC(=O)C(NC(=O)c1ccc2c(c1)OCO2)c1ccccc1 (stereo not drawn) | 15 | 0 | -9 | -4 | 5 | 2 | -10 | 1.7 | -5
O=C(O)C1CCCNC1 (stereo not drawn) | -8 | -3 | 15 | 2 | -4 | 2 | -11 | -0.3 | -8
O=C(c1ccc(S(=O)(=O)NCC2CCCO2)cc1)N1CCN(c2ccccc2F)CC1 (stereo not drawn) | -4 | -2 | -8 | 8 | -2 | 2 | 11 | 1.6 | 11
NC(=O)c1ccc(Nc2nnc(-c3ccc(O)cc3)c3ccccc23)cc1 | 0 | -8 | 2 | -1 | -4 | -1 | 16 | -0.6 | 9
COCCn1nnnc1C(c1cc2cc(C)ccc2[nH]c1=O)N1CCN(C2CCCCC2)CC1 (stereo not drawn) | 3 | -10 | -35 | -2 | -2 | 3 | -9 | 0.8 | -16
CCOC(=O)c1c(-c2ccc(-c3ccccc3)cc2)csc1NC(=O)C1C2CCC(O2)C1C(=O)O (stereo not drawn) | -4 | -2 | -10 | 13 | -6 | 3 | -17 | 0.5 | 3
COc1cccc(C(=O)NC(=S)N2CCN(c3ccc(C(F)(F)F)cc3[N+](=O)[O-])CC2)c1 | 4 | -6 | -10 | -4 | -1 | 1 | -8 | 0.3 | -15
COC(=O)C1=C(C)N(Cc2ccccc2)C(=NCCc2c[nH]c3ccccc23)N[C@H]1c1cccc(F)c1 | -6 | -4 | 11 | 16 | -9 | 3 | 7 | 1.4 | 31
O=C(CNC(=O)c1ccc(Cl)cc1Cl)OCc1cn2cc(Br)ccc2n1 | -3 | -7 | -9 | -12 | -3 | 1 | 1 | -0.5 | -13
Cc1c(C(c2cc3c(cc2Br)OCO3)c2c(C)n(C)n(-c3ccccc3)c2=O)c(=O)n(-c2ccccc2)n1C | -21 | -8 | -11 | 44* | -5 | -1 | 39* | -0.2 | -11

The closing two compounds of the section above lead into the next:
SMILES | CHRM1 PAM | M1 ag | CHO-K1 Ca antag | CHRM4 antagonist | OXTR potentiator | M4 ag | CHRM1 antagonist | M1 ag parental | CHO parental Ca
O=C(CNC(=O)c1ccc(Cl)cc1Cl)OCc1cn2cc(Br)ccc2n1 | -3 | -7 | -9 | -12 | -3 | 1 | 1 | -0.5 | -13
Cc1c(C(c2cc3c(cc2Br)OCO3)c2c(C)n(C)n(-c3ccccc3)c2=O)c(=O)n(-c2ccccc2)n1C | -21 | -8 | -11 | 44* | -5 | -1 | 39* | -0.2 | -11
Cc1cc(Cl)ccc1OCC(=O)NC1CCCC1 | 1 | 0 | -19 | -4 | 0 | 2 | -24 | 1.4 | -22
N#Cc1c(N)c(C(=O)c2ccccc2)n2c1CCCC2 | 14 | -4 | -1 | -6 | -3 | -1 | -11 | -0.5 | -10
Clc1ccc(-c2nc(-c3cc4cc(Cl)ccc4o3)cs2)cc1 | 7 | -3 | 0 | -4 | -2 | 0 | -8 | 0.2 | -20
CCCCOc1ccc(N2CC(C(=O)NCCc3ccc(OC)c(OC)c3)CC2=O)cc1 (stereo not drawn) | 4 | -5 | -4 | 1 | -10 | 2 | 5 | 0.4 | -15
COc1ccccc1NS(=O)(=O)c1cc(C(=O)NCc2ccco2)ccc1C | 9 | -6 | -5 | -8 | -5 | 4 | -12 | 1.7 | -18
Cc1ccccc1CN1CCC(CNC(=O)Nc2ccc(F)cc2F)CC1 | -2 | -11 | 13 | -3 | -16 | 0 | 4 | 0.5 | -14
O=c1c2ccccc2nc(SCc2cn3ccsc3n2)n1-c1ccccc1F | 3 | -4 | 4 | 16 | -4 | 4 | -3 | 1.3 | -6
O=C(COc1cccnc1[N+](=O)[O-])NCc1ccco1 | 9 | -8 | 2 | 0 | -10 | 1 | -13 | 0.9 | 3
Cc1ccccc1C(=O)NNC(=O)Cc1ccccc1 | 5 | -1 | 7 | -13 | 8 | 0 | -31 | -0.6 | -6
CS(=O)(=O)N1CCC(C(=O)Nc2ccc3c(c2)OCCO3)CC1 | -13 | -3 | -14 | 2 | 9 | 0 | -12 | 0.4 | -16
CCS(=O)(=O)N1CCC(C(=O)NCCCN2CCC(Cc3ccccc3)CC2)CC1 | 0 | -13 | -21 | -3 | -4 | -1 | -1 | 0.4 | -12
Cc1cccc(/C=N/NC(=O)CNc2cccc3ccccc23)n1 | -1 | -2 | -3 | 6 | -12 | 8 | 1 | 6.6 | -14
CCCN1C(=O)C(Cc2nc3ccccc3c(=O)n2-c2ccccc2)c2ccccc21 (stereo not drawn) | -4 | -7 | 8 | -10 | -11 | 6 | 3 | 0.9 | -23
CC(=O)CCc1ccc(OCC(O)CNC2CCCc3ccccc32)cc1 (stereo not drawn) | 8 | -11 | -13 | 10 | -12 | 3 | -13 | 2.1 | -9
Cc1nn(CC(O)COc2ccc3c(c2)CCC3)c(C)c1C (stereo not drawn) | -4 | -3 | -10 | 7 | -13 | 2 | -14 | 1.3 | -14
CCCS(=O)(=O)Nc1ccc(Nc2c3ccccc3nc3ccccc23)c(OC)c1 | -9 | -9 | -23 | -8 | . | 2 | -1 | 0.7 | .
O=C(Nc1cccc(S(=O)(=O)NC2=NCCC2)c1)C1CC(=O)N(c2ccc3c(c2)OCCO3)C1 (stereo not drawn) | 9 | -4 | -8 | -6 | -2 | 0 | -6 | 0.4 | 10
CC(C)n1c(NCc2c[nH]c3ccccc23)nc2ccccc21 | -1 | 1 | -1 | -5 | -12 | 3 | -22 | 0.7 | -26
CCOC(=O)C1=C(C)C(c2ccccc2O)NC(=O)N1 (stereo not drawn) | 4 | -5 | -2 | -2 | -6 | 0 | 7 | 0.8 | 2
O=C1/C(=C\c2cccnc2)CCc2ccccc21 | 0 | -5 | 3 | -3 | -11 | 0 | 3 | 0.5 | -17
Cn1c(=O)c2c(n(C)c1=O)n(C)c(=O)n2C | 1 | -4 | 1 | -10 | . | 1 | -3 | 0.0 | .
Cc1oc2c(CN3CCOCC3)c(O)ccc2c(=O)c1-c1ccc(Br)cc1 | 6 | -4 | 4 | 38* | -13 | 0 | -6 | -0.3 | -7
CC(=O)Nc1cccc(C(=O)NC2CCCc3c2cnn3-c2cc(C)cc(C)c2)c1 (stereo not drawn) | 2 | -4 | -8 | -2 | -9 | 2 | 1 | 0.2 | -20
O=C(CNC(=O)c1cccs1)NCCN1CCN(c2ccccc2F)CC1 | 0 | -4 | -5 | -10 | 6 | 0 | -2 | 0.9 | -16
CC1CN(C(=S)Nc2cccc(Cl)c2Cl)CC(C)O1 (stereo not drawn) | 7 | 0 | 3 | 4 | -9 | 1 | -12 | 0.7 | 8
NC(=O)CC[C@@H]1NC(=O)[C@H](CO)NC(=O)c2cc([N+](=O)[O-])cc(I)c2NCC[C@@H](C(N)=O)NC1=O | 9 | -3 | -16 | -5 | 0 | 0 | -12 | 1.3 | -5
Cc1ccc(S(=O)(=O)Nc2cccc(Oc3cnccn3)c2)cc1 | -12 | 1 | -5 | 7 | -8 | 9 | 13 | 4.1 | -15
Cc1ccc(CN(C)C(=O)c2c(C)nn(-c3ccccc3)c2C)cc1 | 9 | -2 | -9 | -5 | -25 | 3 | -9 | 7.0 | 1
O=S(=O)(Cc1ccccc1)c1ccccc1-c1nnc(-c2ccccc2)o1 | -17 | -2 | 0 | -2 | -6 | 8 | 36 | 2.7 | -24
Cc1nnc(NC(=O)CSc2nnc3scc(-c4ccc(C)c(C)c4)n23)s1 | 1 | -4 | -14 | -5 | -4 | 1 | 0 | 0.7 | -9
CCOc1cc(C2C3=C(CC(C)(C)CC3=O)N(CCCOC)C3=C2C(=O)CC(C)(C)C3)ccc1O | -2 | -5 | 13 | 4 | . | 0 | 3 | -0.6 | .
CCn1c(=O)c2c(O)cc(=O)oc2c2ccccc21 | 1 | -4 | 1 | 1 | -3 | 0 | 0 | -0.3 | -19
CN(C)CCNC(=O)c1cccc(-c2cnc3c(NC=O)cc(/C=C/c4ccccc4)cn23)c1 | 4 | -9 | -5 | -8 | . | 2 | -11 | 0.1 | .
COc1cccc(/C(O)=C2\C(=O)C(=O)N(c3ccccn3)C2c2ccccc2OC)c1 (stereo not drawn) | 12 | -3 | -15 | -3 | -3 | 0 | -8 | 0.5 | -8
CCCc1cc(=O)[nH]c(SCC(=O)Nc2ccc(OC)c(S(=O)(=O)N3CCCCC3)c2)n1 | 4 | -8 | 10 | 4 | -2 | 0 | -2 | -0.4 | -9
COc1ccc(CN(CCC(c2ccccc2)c2ccco2)C(=O)c2ccco2)cc1 (stereo not drawn) | -11 | -7 | -1 | 7 | -10 | 4 | 7 | 2.1 | -23
Cc1ccccc1OCC(=O)N/N=C/c1ccc(Sc2nc3ccccc3s2)o1 | 9 | -3 | 10 | 0 | -6 | 0 | -8 | 0.3 | -8
CCOC(=O)c1sc2nc(C)nc(NCc3ccccc3)c2c1C | 8 | -2 | -5 | -13 | -21 | 5 | -5 | 2.0 | -12
COc1ccc(NC(=O)CSc2nnc(-c3ccccn3)n2N)cc1Cl | 11 | -6 | -15 | 2 | -1 | 2 | -12 | 0.7 | -12
CC1CCN(C(=O)c2ccc(CS(=O)(=O)Cc3ccccc3)cc2)CC1 | 3 | 2 | 6 | -7 | -9 | 8 | 3 | 6.5 | 9

Screens as filed in PubChem BioAssay.
